# Mdm2-MdmX inh: disrupts the human Mdm2-MdmX interaction. SaOS-2 split-luciferase Mdm2/MdmX complementation, luminescence. inhibition, % at 8 µM. 330,000 tested, 3% active. AID 485346;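 active = inhibition of at least 50% at 8 µM in the primary screen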
# Target sequence (O15151 whole entry, looked up): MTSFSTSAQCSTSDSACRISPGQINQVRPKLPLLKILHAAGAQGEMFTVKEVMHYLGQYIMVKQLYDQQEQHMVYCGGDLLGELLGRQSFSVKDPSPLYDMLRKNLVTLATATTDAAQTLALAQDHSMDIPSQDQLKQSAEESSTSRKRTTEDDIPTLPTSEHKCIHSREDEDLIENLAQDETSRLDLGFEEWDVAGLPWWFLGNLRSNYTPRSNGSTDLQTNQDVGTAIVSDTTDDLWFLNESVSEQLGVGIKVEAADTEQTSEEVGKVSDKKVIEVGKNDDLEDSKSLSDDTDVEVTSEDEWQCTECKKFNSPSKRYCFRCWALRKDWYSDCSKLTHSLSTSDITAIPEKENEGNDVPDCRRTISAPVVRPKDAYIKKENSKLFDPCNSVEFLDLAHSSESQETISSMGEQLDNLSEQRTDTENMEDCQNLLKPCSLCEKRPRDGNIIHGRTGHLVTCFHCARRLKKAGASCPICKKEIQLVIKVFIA
# Target sequence (Q00987 whole entry, looked up): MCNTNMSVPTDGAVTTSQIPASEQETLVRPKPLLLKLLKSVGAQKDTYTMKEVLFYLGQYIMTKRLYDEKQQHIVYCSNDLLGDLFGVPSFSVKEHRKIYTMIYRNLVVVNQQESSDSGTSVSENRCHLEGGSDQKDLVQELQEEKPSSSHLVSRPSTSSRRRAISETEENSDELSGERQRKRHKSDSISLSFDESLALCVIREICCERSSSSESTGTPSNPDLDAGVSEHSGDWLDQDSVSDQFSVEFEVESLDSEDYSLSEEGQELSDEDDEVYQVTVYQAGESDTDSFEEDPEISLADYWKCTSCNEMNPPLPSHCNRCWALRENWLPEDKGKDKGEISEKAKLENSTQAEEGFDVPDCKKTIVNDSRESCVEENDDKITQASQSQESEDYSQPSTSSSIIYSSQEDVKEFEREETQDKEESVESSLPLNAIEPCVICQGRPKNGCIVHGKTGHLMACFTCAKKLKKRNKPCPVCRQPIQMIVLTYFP
# UPR XBP1 act: activators of adaptive arm of unfolded protein response (XBP1). CHO-XBP1 luciferase reporter, IRE1-XBP1 UPR activation, luminescence; percent of tunicamycin response, DMSO as zero. activation, % at 20 µM. 330,000 tested, 0.33% active;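 active = versus positive control, 20 µM dose yields 30% or more activation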;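 also: 100% = tunicamycin at 10 µg/mL and 0% = DMSO only wells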
#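 Material – CHO cell line with stable XBP1 luciferase reporter · Buffer or medium – F12 plus 10% FBS · Compound – single point, 20 µM final compound, 1% DMSO · Schedule – 16-18 h cell attachment at 37 °C, then 6 h compound exposure · Signal – Steady-Glo luminescence read · Benchmarks – high control tunicamycin 10 µg/mL final, low control DMSO vehicle only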
# NALP3 yeast inh: NALP3 inhibition in yeast; inhibition, % at 10 µM; Yeast reconstituted NLRP3/ASC/caspase-1, beta-gal luminescence, 24 h; 330,000 tested, 0.39% active;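 active = inhibition of 50% or more; inactive = inhibition below 50%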;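 also: plate controls were induced DMSO wells for no effect and uninduced yeast grown without galactose for full effect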
# CHOP UPR activ: activators of apoptotic arm of unfolded protein response (CHOP) | CHO-CHOP luciferase reporter, UPR activation, luminescence; percent of tunicamycin response over DMSO baseline | activation, % at 10 µM | 330,000 tested, 0.34% active;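 active = at 10 µM dose, activation of 40% or more, normalized to positive control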;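 also: 100% = tunicamycin at 10 µg/mL and 0% = DMSO alone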
#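 System: CHO-CHOP luciferase reporter cell line | Buffer or medium: F12 medium containing 10% fetal bovine serum | Doses: One dose, 10 µM in 0.5% DMSO | Times: 6 h compound exposure at 37 °C after overnight seeding | Signal: Luciferase luminescence | Read-out: % activation vs tunicamycin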
# TIM10 inh: inhibits growth of TIM10 yeast strain; S. cerevisiae TIM10 strain growth, BacTiter-Glo luminescence, 24 h; inhibition, % at 10 µM; 330,000 tested, 1.4% active; AID 463195;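 active = inhibition of 40% or more at the single tested concentration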;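 also: wild-type TIM10 isogenic control strain grown at permissive 25 °C; 0% = DMSO yeast wells and 100% = minimal medium wells without yeast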
# tim10-1 inh: growth inhibitors of tim10-1 mutant yeast | S. cerevisiae tim10-1 ts strain growth, BacTiter-Glo, 24 h | inhibition, % at 20 µM | 330,000 tested, 2.2% active;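 active = inhibition of at least 40%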;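 also: mutant grown at 25 °C; 0% = DMSO wells with yeast and 100% = wells holding no yeast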
# APJ ag: APJ receptor agonism; CHO-K1 APJ PathHunter beta-arrestin, luminescence; 0% DMSO wells, 100% apelin; AID 2520; activation, % at 20 µM; P35414; 330,000 tested, 0.11% active;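 active = activation more than six SD over the plate average, tested at 20 µM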;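 also: 0% = DMSO alone and 100% = apelin-13 at 10 nM; some results filed as inactive read as strong as hits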
#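 Test system: CHO-K1 APJ beta-arrestin complementation cell line | Compound: Single test compound dose, 20 µM final, 1% DMSO | Incubation: Compound 90 min 25 °C, reagent 1 h | Measured by: beta-gal luminescence | Read-out basis: APJ–arrestin association signal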
# GRIN3A LBD mod: modulators (binders) of human NR3A ligand-binding domain; Tm shift relative to glycine control, % at 25 µM; 340,000 tested, 2.5% active; NR3A LBD differential scanning fluorimetry, Tm shift; 0% = protein alone, 100% = glycine-bound protein;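 active = melting temperature shift of at least 10% of the positive control shift, at one fixed dose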
# tim23-1 inh: growth inhibitors of tim23-1 mutant yeast; S. cerevisiae tim23-1 growth, BacTiter-Glo luminescence, 24 h; inhibition, % at 20 µM; 330,000 tested, 1.3% active;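 active = growth inhibition of the mutant yeast at or above 50%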;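 also: temperature-sensitive mutant grown at 25 °C; plate controls were DMSO-treated mutant yeast for no effect and medium wells lacking yeast for full effect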
# * hit, by the source's call; · = not tested or not shown.
SMILES,Mdm2-MdmX inh,UPR XBP1 act,NALP3 yeast inh,CHOP UPR activ,TIM10 inh,tim10-1 inh,APJ ag,GRIN3A LBD mod,tim23-1 inh
CC(=O)c1c(C)[nH]c(C(=O)N(C)C(c2ccccc2)c2ccccc2)c1C,13.4,-5.0,6.7,-0.1,2.7,18.0,-3.4,-0.7,6.6
C=CC[C@@H](CC(=O)N(CCO)Cc1ccccc1)C(=O)N[C@@H](COC(=O)[C@H](CC=C)CC(=O)OC(C)(C)C)Cc1c[nH]c2ccccc12,38.9,-0.9,10.7,2.2,0.5,11.9,3.7,-8.8,11.1
CC(C)C(=O)NC(C)C(c1cccs1)N1CCOCC1 (centres undefined),-28.4,-0.9,4.8,-2.0,-11.5,-0.5,-2.3,0.4,8.4
N#Cc1c[nH]n2c(=O)c3c(nc12)CCCC3,-0.1,3.8,14.7,-2.2,0.3,-7.7,0.3,·,-9.1
CC1CCCC(C)N1C(=O)COC(=O)/C=C/c1ccco1 (centres undefined),3.2,0.5,10.9,1.1,9.2,2.8,-1.7,0.3,10.3
CC(=O)NC(Cc1ccccc1)c1ccc2c(c1)OCCCO2 (centres undefined),-2.4,-1.4,3.7,2.1,-6.8,6.8,3.7,2.2,26.1
Cc1cc(C(=O)NCc2cc(C(=O)O)co2)co1,12.1,-5.0,12.8,-0.9,-13.3,-4.4,-1.3,0.5,-1.4
CCOc1ccc(S(=O)(=O)NC2=NCCCCC2)cc1,-29.3,-2.5,6.5,1.1,8.3,10.6,-3.1,0.4,11.9
CCOc1cccc(C(=O)Nc2ccc(S(=O)(=O)Nc3cc(C)on3)cc2)c1,17.4,-2.0,6.1,1.3,0.9,6.1,-2.0,2.7,-0.6
CC1=C(C(=O)Nc2ccccc2)C(c2ccco2)NC(=O)N1 (centres undefined),4.5,-4.2,20.1,-0.8,-4.6,-3.3,-5.1,-0.3,6.3
CCNC(=O)NC(=O)C(C)Oc1ccc(Br)cc1Br (centres undefined),-4.3,-2.0,20.4,11.5,13.7,24.1,-0.9,-1.0,11.5
CCCCCCN[C@H]1CCC2C3CC=C4C[C@@H](O)CC[C@]4(C)C3CC[C@@]21C (some centres undefined),35.5,0.0,61.6*,1.5,-37.1,19.0,2.4,-0.5,18.2
Cc1onc(-c2ccccc2Cl)c1C(=O)N1CCC(C(N)=O)CC1,13.2,-7.0,19.2,-1.0,3.0,11.8,-0.3,1.0,23.3
Cc1cc(NC(=O)Cn2nnc3sc4c(c3c2=O)CCC(C(C)(C)C)C4)no1 (centres undefined),33.3,2.3,-2.1,2.1,27.8,33.6,-4.7,-12.8,35.4
CC(C)(C)SC(=O)CC1NS(=O)(=O)OC2CCCCC12 (centres undefined),-9.6,-1.5,7.9,1.3,5.4,8.3,-0.7,-0.6,19.4
CN(C)c1ccc(NC(=O)Cc2ccccc2)c2ccccc12,-33.7,3.8,15.1,4.0,11.2,8.8,0.9,-0.6,15.1
Cn1cc([N+](=O)[O-])c(C(=O)NCc2cc3ccccc3[nH]2)n1,4.9,-3.5,4.6,-1.9,2.0,8.9,-1.7,-2.6,2.3
COc1cccc(OC)c1C(=O)Nc1cccc(S(=O)(=O)Nc2ccccc2Cl)c1,12.8,-2.5,10.2,0.0,9.3,25.4,-2.9,-0.3,13.6
O=C(NNC1CC(=O)N(c2ccccc2)C1=O)c1ccccc1Cl (centres undefined),-16.8,1.1,1.2,2.1,-15.2,-13.7,-1.4,-2.5,6.2
COc1ccc(C(=O)Nc2cccc([N+](=O)[O-])c2)cc1Br,46.5,13.8,21.7,3.5,-18.7,4.6,6.6,21.7*,-10.4
COc1cccc(-c2cccc(NC(=O)C3CCN(C4CCOCC4)CC3)c2)c1,3.3,-8.0,17.5,0.4,1.3,2.7,-0.7,0.7,8.4
CN(CCc1cn[nH]c1)C(=O)CC1C(=O)NCCN1Cc1cccc(Oc2ccccc2)c1 (centres undefined),5.3,-0.8,-1.7,-0.6,8.6,17.0,-2.3,-1.3,17.2
C#CCOc1ccccc1CNc1ccccc1,6.4,1.2,-28.1,0.1,1.7,18.4,-5.4,0.2,17.3
CCN(CC(=O)Nc1ccc(OC(F)F)cc1)C1CCCCC1,-16.0,-1.5,-5.4,-0.2,-9.3,-7.6,-5.0,1.9,10.4
COc1ccc(C=O)cc1CSc1ccccn1,13.7,-1.1,5.1,-2.3,-3.8,11.5,-5.1,-0.5,-6.3

# (continued)
SMILES,Mdm2-MdmX inh,UPR XBP1 act,NALP3 yeast inh,CHOP UPR activ,TIM10 inh,tim10-1 inh,APJ ag,GRIN3A LBD mod,tim23-1 inh
COC(=O)C1CSC(C(=O)OC)N1C(=O)CN1CCN(c2ccc(OC)cc2)CC1 (centres undefined),-2.3,-4.4,4.9,-1.3,2.8,9.2,-2.2,-1.2,18.6
O=C(C(c1ccccc1)c1ccccc1)N1CCN(CC(O)COc2ccccc2)CC1 (centres undefined),10.1,-1.7,8.7,-1.2,16.8,15.1,-3.6,0.7,12.4
O=C1CCC(C(=O)N2CCCC(C(=O)c3ccc4ccccc4c3)C2)=NN1 (centres undefined),-1.8,-3.5,16.4,-0.6,0.4,7.8,-1.0,-0.3,2.8
CC(=O)c1ccc(N2CCC(c3cc(-c4ccc(Cl)cc4Cl)n[nH]3)CC2)c([N+](=O)[O-])c1,52.1*,1.6,13.3,4.6,35.5,43.6*,-2.6,9.2,16.4
Cc1ccc([C@H]2C(C(=O)O)=CC[C@@H](c3ccc(Cl)cc3)N2S(=O)(=O)c2ccccc2C)cc1,31.0,-1.3,12.7,1.4,10.1,15.7,-3.0,-4.4,28.8
CCCn1c(O)c(N=Nc2ccc3ccccc3n2)c2ccccc21,-95.0,6.0,-3.7,9.1,19.9,12.2,-3.0,-7.5,-2.7
O=C(CCl)Nc1ncc(S(=O)(=O)c2ccc([N+](=O)[O-])cc2)s1,11.4,2.0,4.8,0.2,5.4,16.3,10.9,-2.6,32.3
O=C(NC1=NCCS1)c1ccc(-c2ccc(Cl)cc2)o1,-248.2,1.1,21.4,6.0,39.7,16.5,1.5,-3.2,30.6
O=C(NCc1ccco1)c1n[nH]c(=O)c2ccccc12,-17.8,1.7,14.2,-1.4,-0.1,16.5,0.8,-1.9,18.4
O=S(=O)(NCc1ccccc1)c1ccc(Br)s1,8.2,-3.2,25.9,-1.2,-20.1,-3.6,0.5,-1.4,29.8
Cc1ccc2nc(SCC(=O)c3c(N)n(C)c(=O)n(C)c3=O)[nH]c2c1,2.7,2.0,5.4,-0.3,-5.0,-4.1,2.0,-1.4,-3.4
O=C(NCC(F)(F)F)Nc1nnc(C(F)(F)F)s1,0.6,-2.0,18.3,-5.0,-1.7,4.4,-3.4,0.3,16.5
O=S(=O)(c1ccccc1)N(CC1CO1)c1cc(Cl)ccc1Cl (centres undefined),1.0,1.0,6.1,-1.7,-1.0,20.1,1.5,-0.7,19.1
Cc1cccc(-c2nc(C#N)c(NC3CCCCC3)o2)c1,-79.8,3.6,21.6,5.6,26.0,16.2,0.5,-12.6,22.7
O=C(NCC1CCCO1)c1ccc(CNS(=O)(=O)c2cccc(Cl)c2)cc1 (centres undefined),-11.3,-4.3,6.1,0.0,-1.9,-7.0,1.0,-1.5,2.7
CCOc1ccc(CNC(=O)Cn2nc(C)c3c(C)n(-c4ccc(C)cc4)nc3c2=O)cc1,25.4,-1.1,0.5,1.2,4.4,12.5,-1.5,-0.7,0.8
Cn1c(=O)c2c(nc(NC3CCCC3)n2C)n(C)c1=O,2.0,-4.0,14.5,3.7,18.5,-1.3,-4.2,0.9,-0.8
COC(=O)/C=C1\SC(=NC(=O)c2ccc(-c3ccccc3)cc2)NC1=O,-3.9,-4.2,19.7,2.1,13.2,1.3,-2.7,5.4,4.7
CCCCCc1ccc(-c2ccc(=O)[nH]n2)cc1,3.5,1.4,27.6,0.1,-48.9,-32.1,4.8,0.8,-132.5
N#Cc1c(NC(=O)CSc2nc3c(c(C(F)(F)F)n2)CCc2ccccc2-3)sc2c1CCCC2,-9.5,-1.8,0.4,-0.3,6.6,9.7,-4.6,5.0,0.0
COc1cc2[nH]c(=S)n(CC3CCCO3)c(=O)c2cc1OC (centres undefined),18.5,-0.2,18.1,0.2,-11.8,18.7,-3.4,4.8,13.3
CC(NC(=O)Cn1c(NCCO)nc2ccccc21)c1ccccc1 (centres undefined),26.3,-3.2,11.6,1.4,10.8,9.7,-3.9,-0.2,10.6
Cc1cccc(C)c1OCC(O)Cn1c2ccccc2c2ccccc21 (centres undefined),40.5,-2.5,20.8,-1.2,31.3,45.1*,2.9,8.7,10.1
CN1CCc2c(sc3c2c(=O)n(-c2ccc(Cl)cc2)c2nncn32)C1,20.7,1.7,25.2,1.0,2.7,11.2,5.2,-1.3,13.3
COCCn1c(SCC(=O)NC2CCCC2)nc2c(c1=O)SCC2,-3.4,1.3,3.3,-1.3,16.4,9.5,0.6,1.8,14.4

# Going on with the list.
SMILES,Mdm2-MdmX inh,UPR XBP1 act,NALP3 yeast inh,CHOP UPR activ,TIM10 inh,tim10-1 inh,APJ ag,GRIN3A LBD mod,tim23-1 inh
C=C(C)Cc1c(C)c(C#N)c2[nH]c3ccccc3n2c1=O,4.2,-2.5,22.5,-0.1,28.4,32.2,1.1,-9.5,44.3
CCOc1cccc(C2/C(=C(\O)c3ccc4c(c3)OCCO4)C(=O)C(=O)N2Cc2ccncc2)c1 (centres undefined),-1.4,-2.2,-10.1,-0.7,-9.9,-2.2,-1.8,-2.0,0.3
CCOc1ccc(NC(=O)CN(C)C(=O)CC2CCCCC2)cc1OCC,9.1,0.5,10.7,-2.1,10.3,12.1,-4.8,1.1,23.3
COC(=O)c1cc(C)sc1NC(=O)CN1CCN(C(=O)c2ccco2)CC1,21.9,-4.3,19.5,1.4,-1.2,22.1,-0.6,0.3,15.8
COc1ccc(N2CCN(C3CCCN(Cc4ccc(F)cc4Cl)C3)CC2)cc1 (centres undefined),6.4,-2.8,26.1,-2.8,-10.8,-0.4,-2.4,-0.6,10.3
CCN(CC(=O)NCc1ccc(F)cc1)C(=O)/C=C/c1cc(OC)ccc1OC,0.4,-3.0,3.0,-2.0,13.2,-13.6,-2.3,3.6,-1.5

# One compound at a time (already shown).
# C=C(C)Cc1c(C)c(C#N)c2[nH]c3ccccc3n2c1=O across the screens: Mdm2-MdmX inh = 4.2; UPR XBP1 act = -2.5; NALP3 yeast inh = 22.5; CHOP UPR activ = -0.1; TIM10 inh = 28.4; tim10-1 inh = 32.2; APJ ag = 1.1; GRIN3A LBD mod = -9.5; tim23-1 inh = 44.3
# CCOc1cccc(C2/C(=C(\O)c3ccc4c(c3)OCCO4)C(=O)C(=O)N2Cc2ccncc2)c1 (centres undefined) across the screens: Mdm2-MdmX inh = -1.4; UPR XBP1 act = -2.2; NALP3 yeast inh = -10.1; CHOP UPR activ = -0.7; TIM10 inh = -9.9; tim10-1 inh = -2.2; APJ ag = -1.8; GRIN3A LBD mod = -2.0; tim23-1 inh = 0.3

# Mdm2-MdmX inh, entries above that show a hit.
smiles,Mdm2-MdmX inh,UPR XBP1 act,NALP3 yeast inh,TIM10 inh,APJ ag,GRIN3A LBD mod
CC(=O)c1ccc(N2CCC(c3cc(-c4ccc(Cl)cc4Cl)n[nH]3)CC2)c([N+](=O)[O-])c1,52.1*,1.6,13.3,35.5,-2.6,9.2
